Compound activity from PubChem.
PKA-R1A act: PKA-R1A complex activation. P00514+P68181. PKA-R1A dissociation, Cy5-IP20 fluorescence polarization; scaled: DMSO 0%, 113 µM cGMP 100%. activation, % at 11.4 µM. hit rate 0.083% among 340,000;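 active = percent activation above the mean of all tested compounds plus 3 SD, cut at about 19% in these data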;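 also: higher means more PKAc released from R1A so a rise in polarization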
Pemphigus Ab inh: human desmoglein-3 autoantibody binding inhibition. hit rate 0.48% among 310,000. binding (percent of control), % at 10 µM. DSG3-coupled beads, scFv-anti-DSG3-GFP binding, flow cytometry; active compounds read low;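 active = binding more than 3 SD below its plate's average and above zero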;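 also: hits lower antibody fragment binding to DSG3; some compounds called inactive have numbers as strong as hits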
Target sequence (P32926 whole entry, looked up, the tested form may be a part): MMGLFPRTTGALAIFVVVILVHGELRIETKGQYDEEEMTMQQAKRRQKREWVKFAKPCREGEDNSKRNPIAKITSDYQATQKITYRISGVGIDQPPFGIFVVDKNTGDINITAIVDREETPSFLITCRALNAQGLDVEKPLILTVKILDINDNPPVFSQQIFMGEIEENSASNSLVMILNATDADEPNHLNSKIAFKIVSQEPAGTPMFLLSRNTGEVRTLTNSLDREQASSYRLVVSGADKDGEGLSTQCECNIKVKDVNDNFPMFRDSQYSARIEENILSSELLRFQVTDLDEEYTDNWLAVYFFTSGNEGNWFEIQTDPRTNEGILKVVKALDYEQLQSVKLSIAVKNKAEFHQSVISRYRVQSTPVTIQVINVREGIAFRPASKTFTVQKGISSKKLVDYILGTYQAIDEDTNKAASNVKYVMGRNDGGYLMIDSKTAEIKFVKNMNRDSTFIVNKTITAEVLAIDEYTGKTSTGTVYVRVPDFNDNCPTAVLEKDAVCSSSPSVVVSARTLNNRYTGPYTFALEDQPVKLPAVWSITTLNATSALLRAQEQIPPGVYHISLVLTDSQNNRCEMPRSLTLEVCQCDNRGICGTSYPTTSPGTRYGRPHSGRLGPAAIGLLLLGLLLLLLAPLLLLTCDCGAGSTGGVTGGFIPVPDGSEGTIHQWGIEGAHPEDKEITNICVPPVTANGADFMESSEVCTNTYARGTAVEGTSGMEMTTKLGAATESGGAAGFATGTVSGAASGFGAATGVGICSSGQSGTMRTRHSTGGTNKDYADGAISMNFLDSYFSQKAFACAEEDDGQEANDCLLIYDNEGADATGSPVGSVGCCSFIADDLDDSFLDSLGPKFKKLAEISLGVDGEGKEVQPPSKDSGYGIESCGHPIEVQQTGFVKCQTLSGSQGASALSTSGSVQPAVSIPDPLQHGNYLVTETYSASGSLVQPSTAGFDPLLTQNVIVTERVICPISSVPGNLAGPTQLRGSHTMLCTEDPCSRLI
PfHsp90 yeast 2: inhibits growth of yeast expressing Plasmodium falciparum Hsp90; S. cerevisiae expressing PfHsp90, BacTiter-Glo ATP, 48 h; yeast lacking PDR1 and PDR3 efflux regulators; AID 504621; inhibition, % at 9.4 µM; hit rate 0.32% among 310,000;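 active = every replicate shows inhibition above about 80%, whatever the replicate mean, limit read from the data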;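 also: 0% = DMSO neutral controls and 100% = 20 µM radicicol positive controls; yeast relying on Plasmodium falciparum Hsp90 in place of its own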
MOR-DOR ag: agonists of human mu-delta opioid receptor heterodimerization | cells, OPRM1-OPRD1 heterodimerization, luminescence | hit rate 0.3% among 340,000 | activation, % at 9.3 µM; in the data active = activation above about 18%;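 also: 0% = vehicle-treated cells and 100% = reference agonist; values of inactives mirror those of a sister screen read the other way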
OPRM1-OPRD1 inv: inverse agonist of human OPRM1-OPRD1 heterodimerization; cell-based MOR-DOR heterodimer luminescence, inverse agonism; inhibition, % at 9.3 µM; P35372+P41143; hit rate 0.21% among 340,000; AID 504357; in the data active = inhibition above about 22%, passing the limit was not always enough;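 also: 0% = cells with DMSO and 100% = wells without cells with DMSO; values of inactives mirror those of a sister screen read the other way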
SUMO Mot1 rescue: inhibitors of SUMOylation pathway: yeast Mot1-301 growth rescue. S. cerevisiae Mot1-301 growth rescue, ATP luminescence, 38.5C; percent above DMSO median, 100 means doubled. growth rescue, % at 18.8 µM. hit rate 1% among 320,000. AID 2716;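 active = every valid replicate shows activation above 250% relative to neutral control wells; inactive = the rest, any valid replicate at or below 250%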;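 also: OY570 slx delta 5 strain wells were the positive control but not used for scaling; some compounds called inactive have numbers as strong as hits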
AddAB inh: less growth of phage-infected E. coli with AddAB | E. coli expressing H. pylori AddAB, absorbance growth | inhibition, % at 11.9 µM | hit rate 0.29% among 330,000 | AID 435030; in the data active = inhibition above about 12%;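 also: 0% = vehicle wells of infected cells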
Tat export inh: E. coli Tat transport inhibition. E. coli MC4100 TorA-mCherry Tat export, fluorescence. inhibition, % at 10 µM. hit rate 0.036% among 340,000;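 active = mean replicate inhibition at least 50% and at least half of replicates individually reaching 50%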;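 also: exported cargo escapes ClpAP degradation while cytoplasmic cargo is degraded and loses fluorescence; 0% = median of neutral control wells and 100% = median of NaSCN control wells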
E coli growth: reduces bacterial viability in AddAB counter-screen; E. coli V3065 growth, OD600 absorbance, 18 h; inhibition, % at 11.9 µM; hit rate 0.27% among 330,000; AID 449728;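 active = inhibition above the campaign's mean inhibition across all tested compounds plus 3 SD, cut at about 9.9% in these data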;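 also: uninfected addAB+ strain grown without phage in ampicillin broth; 0% = DMSO wells and 100% = ciprofloxacin 0.95 µg/ml wells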
phage Ecoli inh: E. coli growth loss with phage present | growth absorbance | inhibition, % at 11.9 µM | hit rate 0.26% among 360,000; in the data active = inhibition above about 11%
Arrestin-AP2 inh: blocks beta-arrestin peptide binding to AP2 adaptin; inhibition, % at 10 µM; AID 504490; FITC-arrestin peptide / GST-AP2 beads, flow cytometry; AP2 beta2 appendage carries R879A mutation; hit rate 0.31% among 340,000;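 active = inhibition above a set limit, near 3 SD of compounds lacking own fluorescence, cut at about 54% in these data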;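 also: plate controls were DMSO wells for no effect and 5 µM unlabelled arrestin peptide for full effect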
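Measured by: flow cytometry, FL1 (488/535 nm); Material: AP2 appendage R879A on GSH beads; Evaluation: percent response; Timing: pre-incubation 12 min, peptide binding 1 h, room temperature; Also added: 50 nM FITC-arrestin peptide; Medium: PBS with 0.05% Tween 20 and 0.1% BSA.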
* hit, by the source's call; i = inactive; . = not tested or not shown. This is a random part of the collection; about 2.8% have a hit in one of these screens.

SMILES	PKA-R1A act	Pemphigus Ab inh	PfHsp90 yeast 2	MOR-DOR ag	OPRM1-OPRD1 inv	SUMO Mot1 rescue	AddAB inh	Tat export inh	E coli growth	phage Ecoli inh	Arrestin-AP2 inh
Cc1ccccc1OCCCC(=O)Nc1ccc2c(c1)OCO2	2	103	.	0.2	-1	-8	-0.5	-1	0.2	2.7	4
CCOC(=O)[C@@H]1[C@H]2COc3cc(OC)ccc3[C@@H]2N2C(=O)N(c3cccc(F)c3)C(=O)[C@]12C	-9	105	.	-3.5	20	-16	-1.1	-3	-0.2	-2.2	-2
Cc1ccc(S(=O)(=O)N2CCN(CCc3ccncc3)CC2)cc1	-4	89	.	-0.9	5	39	1.0	3	1.1	0.7	5
Cc1cccc(C)c1OCC(O)CNC(C)c1ccccc1 (stereo unspecified)	-7	162	-9	3.0	-17	-11	1.1	20	-1.4	2.4	-5
Cc1ccc(S(=O)(=O)CC(=O)N2CCOCC2)cc1	-6	104	.	-1.0	5	12	-0.7	0	-0.1	2.6	-2
CC(=O)n1cc(C(C[N+](=O)[O-])SCCN)c2ccccc21 (stereo unspecified)	-11	.	.	-3.7	19	-28	-0.3	-7	-0.6	.	32
CCCC1(C(=O)OCC)NC(c2ccco2)C2C(=O)N(C)C(=O)C21 (stereo unspecified)	10	103	-42	-1.3	7	-4	-0.1	-4	-2.5	-0.8	18
Cc1ccc(C(=O)Nc2nnc(-c3ccncc3)s2)o1	5	91	19	-2.8	15	-14	2.0	-2	2.0	0.6	0
Nc1nc2c(nc(Br)n2[C@@H]2O[C@@H]3COP(=O)(O)O[C@H]3[C@H]2O)c(=O)[nH]1	53*	112	12	-0.2	1	7	0.2	-3	2.0	3.3	20
Cc1cc(C(=O)N/N=C/c2cccn2C)n[nH]1	8	87	3	-1.0	7	-5	-2.3	1	-1.8	3.6	0
Cc1cccc(-n2cc[nH]c2=S)c1C	5	96	-4	-0.4	2	-12	1.1	-2	-1.7	2.5	-1
COC(=O)c1ccc(CNC(=O)CN(CCC(C)C)S(=O)(=O)c2ccc3c(c2)OCCO3)cc1	-4	87	-18	-2.2	12	6	3.4	9	-1.6	3.6	-1
O=C(COC(=O)CCC(=O)c1ccc(F)cc1)Nc1cccc(S(=O)(=O)N2CCCC2)c1	-7	99	-19	0.8	-4	-5	0.5	-2	-0.9	-0.4	-13
COc1cc[n+]([O-])cc1[N+](=O)[O-]	-3	88	.	-3.6	19	.	.	1	.	1.2	0
O=C1CN(c2ccc(Cl)cc2)C(=O)CN1NC(=S)Nc1ccc(Cl)cc1	3	61*	-2	-0.9	5	-4	-2.2	-14	-1.5	2.2	22
CC(C)(C)OC1NS(=O)(=O)OCC1NCOC(Cl)(Cl)Cl (stereo unspecified)	-9	99	.	-2.5	14	10	-1.3	3	1.2	-3.0	-2
COc1cc(CN2CCN(C(=O)c3ccccc3F)CC2)cc(OC)c1OC	0	112	13	-0.7	4	-7	.	-8	.	-0.8	2
CC(=O)c1nc2ccccc2n1S(=O)(=O)c1ccc(C)cc1	-11	98	-10	-2.3	12	-8	1.6	-8	0.4	3.1	37
COc1ccc(C)cc1C(=O)CCC(=O)Nc1ccccc1N1CCOCC1	-8	.	3	-1.6	10	-10	1.0	2	-2.2	1.2	-4
CCOc1cc(C(=O)NCc2ccc(C)cc2)ccc1OCC(=O)N1CCOCC1	6	98	13	-4.8	23	66	2.2	0	-0.7	4.2	-9
O=C(c1ccc(Cl)cc1)c1cccc(O)c1	5	.	11	1.6	-8	.	.	-4	.	3.7	-3
CCOC(=O)C1CCN(C(=O)c2cc3cc(Br)ccc3oc2=O)CC1	-15	85	3	-0.7	4	247	0.5	-2	-1.0	3.3	30
CC1=C(C(=O)OCc2ccccc2)C(/C=C/c2ccccc2)NC(=S)N1 (stereo unspecified)	3	102	85*	1.3	-7	178	5.2	-6	2.8	-3.0	-6
COc1cccc(OC)c1C(=O)Nc1sc2c(c1C(N)=O)CCCC2	.	109	.	.	.	-3	0.7	.	-2.6	2.9	8
COc1ccc(C)cc1Nc1cc(C)nc2nc(C)nn12	-2	109	-6	-2.8	14	-11	5.3	-7	-3.1	4.1	22
Further results follow.
SMILES	PKA-R1A act	Pemphigus Ab inh	PfHsp90 yeast 2	MOR-DOR ag	OPRM1-OPRD1 inv	SUMO Mot1 rescue	AddAB inh	Tat export inh	E coli growth	phage Ecoli inh	Arrestin-AP2 inh
CN(C(=O)COC(=O)c1cc(=O)[nH]c2ccccc12)c1c(N)n(Cc2ccccc2)c(=O)[nH]c1=O	11	94	-24	-0.7	4	-14	0.2	-2	0.8	0.6	-9
CC(C)(C)NC(=O)CN(Cc1cccs1)C(=O)CN1C(=O)C(=O)c2ccccc21	-9	99	4	-6.4	33*	165	-0.6	7	0.2	1.4	-4
COc1ccc(N(CC(=O)Nc2ccccc2C(=O)N2CCCC2)S(=O)(=O)c2ccccc2)cc1	-6	99	22	-3.4	19	13	0.9	-1	0.3	2.6	-2
N#Cc1cc2c(nc1SCC1COc3ccccc3O1)CCC2 (stereo unspecified)	-3	104	-29	0.1	0	-8	0.8	6	2.5	4.3	16
COc1ccc(CN(C(=S)Nc2ccccc2)C2CC(=O)N(c3ccc(Cl)cc3)C2=O)cc1 (stereo unspecified)	-7	105	-3	3.1	-18	5	3.5	7	-0.9	2.5	-6
COc1ccc(NC(=O)NC(C)c2ccc3c(c2)OCO3)c(OC)c1 (stereo unspecified)	8	.	.	-0.1	1	-5	-3.0	2	-0.6	-1.2	8
COc1cccc(C(=O)C[n+]2cccc3cc(OC)ccc32)c1	-2	106	7	-3.6	16	-11	1.5	5	0.7	3.2	29
CCCCOC(=O)c1ccc(NC(=S)NC(=O)c2ccco2)cc1	-3	110	-3	-0.1	1	2	0.9	0	-1.9	1.9	0
CC(=O)Nc1ccc(NC(=O)CSc2ccc([N+](=O)[O-])cn2)cc1	-2	100	-1	-1.0	5	i	0.8	2	-0.1	-1.9	1
CC(=O)N1CCc2cc(Br)cc(S(=O)(=O)N3CCN(c4ccccn4)CC3)c21	-6	92	1	-1.4	8	-10	0.4	-13	1.6	2.4	3
CC(=O)N1CC(C)Sc2ccc(S(=O)(=O)NC(C)c3ccccc3)cc21 (stereo unspecified)	1	99	6	-1.4	7	4	2.7	-4	-1.7	2.5	24
COc1ccccc1OCC(=O)NNC(=O)Nc1ccccc1	-9	.	-9	-1.7	8	-27	3.8	3	1.3	3.5	-15
Cc1cc(OC(C)C(=O)NCCCn2ccnc2)c2c(C)cc(=O)oc2c1 (stereo unspecified)	3	79	9	-2.6	13	1	1.2	5	-2.5	2.6	-8
O=C(CN1CCN(C(=O)c2cccc(S(=O)(=O)N3CCCC3)c2)CC1)Nc1ccc(F)cc1	0	102	.	-4.3	17	43	-3.4	5	0.9	3.2	9
N#CC(C#N)=C1NC2(CCCCC2)Cc2ccccc21	5	.	-24	-2.2	11	0	0.1	-4	0.0	2.7	1
C/C(CC(=O)Nc1c(C)cc(C)cc1C)=N\NC(=O)Cc1ccccc1	-1	.	-2	1.4	-9	-13	1.3	0	-3.4	1.6	-4
COc1cc(-c2nc3cc(C)ccn3c2NC2CCCCC2)ccc1-c1ccc(C(C)=O)cc1	-5	99	-1	1.5	-8	73	-1.8	4	0.6	2.5	2
CC(C)NC(=S)N/N=C/c1ccc(C(C)(C)C)cc1	4	99	-49	0.6	-3	12	0.8	8	-1.4	0.6	35
O=C(O)CSCNC(=O)C12CC3CC(CC(C3)C1)C2	-13	103	.	-0.6	3	5	0.5	1	1.2	0.6	35
O=S(=O)(c1ccc(F)cc1)N1CCN(S(=O)(=O)c2ccc3c(c2)OCCO3)CC1	-6	103	-30	0.3	-2	17	3.2	-14	1.3	-1.9	0
O=C(COc1ccccc1)Nc1cccc2c1CCCC2	1	106	-9	-1.3	7	5	1.1	8	1.4	3.7	-2
COc1ccc(Cl)cc1NC(=O)COC(=O)c1ccc(C)o1	-7	104	.	-3.1	12	5	1.8	2	1.8	1.9	10
N/C(=N\OC(=O)COc1cc(Cl)c(Cl)cc1Cl)c1ccccn1	.	.	-13	.	.	34	0.5	3	-3.3	6.3	8
O=C1CC(c2ccsc2)Sc2ccccc2N1 (stereo unspecified)	-6	.	-21	-2.3	11	-4	2.1	-2	1.4	-0.9	-14
Brc1ccccc1-c1nnc2sc(Cc3ccccc3)nn12	-1	101	-2	-1.8	11	-15	3.0	4	-0.1	1.6	-5
Further entries follow:
SMILES	PKA-R1A act	Pemphigus Ab inh	PfHsp90 yeast 2	MOR-DOR ag	OPRM1-OPRD1 inv	SUMO Mot1 rescue	AddAB inh	Tat export inh	E coli growth	phage Ecoli inh	Arrestin-AP2 inh
COc1cc(OC)c(N2CC(C(=O)NCCC3=CCCCC3)CC2=O)cc1Cl (stereo unspecified)	-7	.	-21	-1.4	5	14	-0.2	-5	0.9	0.9	8
CC(NC(=O)OCc1ccccc1)C(=O)NCC1CCCO1 (stereo unspecified)	-9	101	6	-2.4	12	-8	-0.3	-1	-1.0	1.9	2
COc1ccc(NC(=O)c2c(-c3c(Cl)cccc3Cl)noc2C)c(OC)c1	-1	113	-15	1.2	-6	43	1.0	7	0.8	1.8	2
CCOc1ccc(-c2noc(=O)[nH]2)cc1	0	102	-10	-1.7	10	7	0.8	2	1.0	2.2	6
C/C(=N\NC(=O)c1ccc(NS(=O)(=O)c2cccs2)cc1)c1ccc2c(c1)OCO2	-5	120	-22	0.6	-3	-10	0.2	-1	-3.1	2.6	-2
COc1cc(/C=C2/C(=O)N(c3ccc([N+](=O)[O-])cc3)N=C2N2CCOCC2)ccc1O	-18	100	0	1.6	-8	79	0.7	0	-1.6	1.1	-4
O=S(=O)(NNC(=S)Nc1ccc(S(=O)(=O)Nc2ncccn2)cc1)c1ccc(Br)cc1	2	110	9	-2.6	11	-13	2.8	-3	0.7	1.7	-3
COC(=O)C(C(=O)OC)C(CC(=O)c1ccc(C)cc1)c1cc(OC)c(OC)c(OC)c1 (stereo unspecified)	3	104	14	-1.8	8	24	-1.4	3	0.4	2.1	-16
CC(=O)c1ccc(C(=O)Nc2nnc(-c3ccc(Cl)cc3)o2)cc1	-18	105	-1	-0.7	4	-7	-1.5	-12	-7.8	-7.1	-7
O=C(NCC1(N2CCCCC2)CCCCC1)c1cccc(S(=O)(=O)Nc2ccc(F)cc2)c1	-10	99	7	-1.7	9	9	2.0	-6	0.7	0.7	11
Cc1ccc(S(=O)(=O)Nc2ncc(C(F)(F)F)cc2Cl)cc1	-1	100	13	0.0	0	-3	1.6	-2	0.6	2.8	3
COC(=O)C(C)(C)ONC(=O)Nc1ccccc1	-6	.	-1	-2.5	13	3	5.4	-1	0.7	-0.7	-3
O=C(/C=C/c1cccc(F)c1)N1CCN(c2ccccn2)CC1	-12	98	-7	-1.1	6	-6	3.0	3	-0.2	2.8	9
COc1ccc(N2CCN(CC(=O)Nc3ccc(C)cc3Br)CC2)cc1	-5	101	-31	1.0	-5	.	.	8	.	-0.7	4
